# High-throughput results as filed in PubChem BioAssay.
# Platelet DG rel – inhibitors of platelet dense granule secretion, primary screen, cell-based, MLPCN, human platelets | human platelet-rich plasma, SFLLRN dense granule ATP release, luminescence | inhibition, %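 (compounds screened at 7.5 µM in platelet-rich plasma)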 | actives 0.22% (n = 300,000) | AID 1663, 2009;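 active means mean replicate score, as percent of positive control, at or above 50; inconclusive means mean below 50 but at least one replicate at or above 50; inactive means mean and every replicate below 50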
# GSK3beta inhib – human GSK3beta kinase inhibitors, primary screen, biochemical, cell-free homogeneous, HTS. actives 0.038% (n = 300,000). activity score (negative = inhibition), % at 10 µM. AID 2097, 2009. GST-GSK3beta kinase, ADP-Glo luminescence, 60 min; stronger effect = lower value. Glycogen synthase kinase-3 beta (Homo sapiens), P49841;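 active means more than half of replicate wells score below -50%, meaning over 50% inhibition versus plate controls; inconclusive means some replicates but at most half score below -50%; inactive means no replicate scores below -50%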;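 further: 0% = median DMSO wells and -100% = median GW8510 positive control wells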
# Target sequence (P49841 whole entry, looked up): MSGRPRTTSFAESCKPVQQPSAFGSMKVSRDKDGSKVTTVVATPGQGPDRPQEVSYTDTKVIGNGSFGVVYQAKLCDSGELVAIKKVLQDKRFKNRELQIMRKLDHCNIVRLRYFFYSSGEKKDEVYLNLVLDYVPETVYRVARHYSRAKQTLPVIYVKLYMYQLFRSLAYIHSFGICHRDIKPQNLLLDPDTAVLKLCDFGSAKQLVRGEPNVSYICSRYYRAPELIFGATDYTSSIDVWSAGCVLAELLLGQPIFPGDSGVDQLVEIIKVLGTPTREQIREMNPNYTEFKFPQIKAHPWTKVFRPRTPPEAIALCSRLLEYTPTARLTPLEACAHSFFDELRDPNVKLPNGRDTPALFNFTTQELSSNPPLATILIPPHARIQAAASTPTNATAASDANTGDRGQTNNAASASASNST
#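 Test system: GST-fused GSK3beta enzyme, cell-free | Quantity: 1.6 ng GST-GSK3beta enzyme per well | Reagent: 25 µM ATP with peptide substrate | Schedule: 60 min enzyme reaction, room temperature | Signal: Luminescent ADP-Glo measurement of ADP formed | Read-out basis: Score relative to plate controls | Control set: DMSO and 20 µM GW8510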
# HSF1 inhib – HSF1 inhibitors in luciferase reporter cells, primary screen, cell-based, NIH3T3, luminescence; actives 0.77% (n = 300,000); activity change, negative = inhibition, % at 7.5 µM (by protocol); AID 2098, 2009; NIH3T3-HGL HSE-luciferase, MG132-induced, luminescence 8 h; stronger effect = lower value;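 active means more than half of replicate wells show activity change below -50%, luminescence cut by over half; inconclusive means some wells, but at most half, below -50%; inactive means no replicate well below -50%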;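 further: luciferase reports HSF-1 transcriptional activity via heat shock element; 0% = median of DMSO wells and -100% = zero luminescence signal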
# HDAC3 inhib – HDAC3 deacetylase inhibitors, primary screen, biochemical, fluorescence, cell-free homogeneous; Histone deacetylase 3 (Homo sapiens), O15379; recombinant HDAC3, fluorogenic peptide/trypsin coupled; inhibition, % at 8.3 µM; actives 0.15% (n = 320,000); AID 2718, 2010; in the data active means inhibition above about 26%, passing the limit was not always enough; inconclusive means no clear call, values can overlap the other calls
# GSK3 alpha inh – blockers of GSK3A enzyme activity – biochemical, luminescence, cell-free homogeneous, HTS, primary screen | Glycogen synthase kinase-3 alpha (Homo sapiens), P49840 | GSK-3 alpha kinase, ADP-Glo luminescence, 60 min | inhibition, % at 10 µM | actives 0.1% (n = 320,000) | AID 2650, 2010;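 in the data active means inhibition above about 50%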;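 further: GST-tagged GSK-3 alpha with peptide substrate and 25 µM ATP; 0% = DMSO neutral wells and 100% = GW8510 positive control wells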
# Target sequence (P49840 whole entry, looked up): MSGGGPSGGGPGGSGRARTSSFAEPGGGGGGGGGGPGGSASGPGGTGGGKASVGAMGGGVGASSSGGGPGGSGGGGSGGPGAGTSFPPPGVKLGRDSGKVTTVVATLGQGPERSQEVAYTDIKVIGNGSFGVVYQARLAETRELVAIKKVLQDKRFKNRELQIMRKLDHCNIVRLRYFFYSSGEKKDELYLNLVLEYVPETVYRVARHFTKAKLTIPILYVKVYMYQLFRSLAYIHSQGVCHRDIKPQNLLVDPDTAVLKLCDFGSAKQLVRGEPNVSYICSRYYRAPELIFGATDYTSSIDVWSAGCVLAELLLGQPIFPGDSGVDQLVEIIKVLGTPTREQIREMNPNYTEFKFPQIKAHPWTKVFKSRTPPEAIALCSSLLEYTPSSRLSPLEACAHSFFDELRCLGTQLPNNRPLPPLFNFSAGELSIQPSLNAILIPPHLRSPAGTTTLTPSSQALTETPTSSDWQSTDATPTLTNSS
# PolyA inhibitor – polyadenylation inhibitors in yeast reporter cells, primary screen, luminescence, S. cerevisiae. S. cerevisiae SKY197-pL101 polyadenylation reporter, beta-gal luminescence; efflux-impaired pdr1/pdr3 knockout yeast; score 100 = 6 SD above DMSO. calls only at 12 µM. actives 0.02% (n = 300,000). AID 1875, 2009;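 active means lowest replicate activity score at least 50, where 100 means six control SD above control mean; inconclusive means lowest score under 50 but half or more replicates reach 50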;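 further: yeast exposed to compound for 9 h at 30 °C; higher score means more reporter readthrough which indicates perturbed polyadenylation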
# HSP90 refold inh – HSP90 inhibitors, primary screen, cell lysate, luminescence. Rabbit reticulocyte lysate, luciferase refolding luminescence, 3 h. inhibition, % at 5.6 µM. actives 0.91% (n = 290,000). AID 1789, 2009;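 active means inhibition above the screen-wide mean plus 3 SD, computed separately per campaign, cut at about 16% in these data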;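 further: 0% = DMSO wells and 100% = 60 µM geldanamycin wells; inhibitors lower the luminescence because luciferase stays unfolded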
# AI-2 QS modul – Vibrio harveyi AI-2 quorum sensing modulators, primary screen, JMH597 strain, luminescence/OD600 ratio; Vibrio harveyi JMH597 AI-2 luminescence/OD600 ratio, 9 h; stronger effect = lower value; strain lacks LuxN and CqsS sensors; 0 = neutral-control median; activity change, % at 7.5 µM; actives 0.4% (n = 300,000); AID 2094, 2009; in the data active means activity change below about -75%, passing the limit was not always enough; inconclusive means no clear call, values can overlap the other calls;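 further: luminescence divided by OD600 gain over 9 h not by final OD600 alone; inactives centre near 13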
# HSF-1 act – HSF-1 activators, primary screen, NIH3T3-HGL cells, MG132 stress, luminescence, single point; NIH3T3-HGL HSF-1 luciferase reporter, 8 h; 100% = twice DMSO control signal; activation, % at 9 µM; actives 1.7% (n = 300,000);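 active means mean replicate activation of at least 50% with a set share of replicates each reaching 50%; inconclusive means only one of those two conditions met; inactive means mean below 50% and too few replicates reaching it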;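 further: 0% = median of the neutral control wells and 100% = twice that signal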
# DYRK1A inh – rat Dyrk1A kinase inhibitors, primary screen, biochemical, single point, plate reader. AID 504441, 2011. inhibition, % at 12.5 µM. actives 0.43% (n = 310,000). Dual specificity tyrosine-phosphorylation-regulated kinase 1A (Rattus norvegicus), Q63470. ADP-Glo luminescence, NFATc1 peptide; in the data active means inhibition above about 50%;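 further: plate controls were vehicle with enzyme for no effect and no enzyme for full effect; many of its hits are not listed in these tables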
# The depositor's hits bear a star; i = inactive; ? = inconclusive; . = no result given. An excerpt, so the mix of outcomes need not match the whole.
SMILES,Platelet DG rel,GSK3beta inhib,HSF1 inhib,HDAC3 inhib,GSK3 alpha inh,PolyA inhibitor,HSP90 refold inh,AI-2 QS modul,HSF-1 act,DYRK1A inh
CC1SC(=S)N(c2ccc(N(C)C)cc2)C1=O (centres undefined),3,3,7,-9,-4,i,1,8,-18,0
O=C(COC(=O)C12CC3CC(CC(C3)C1)C2)NCc1ccco1,-3,-1,-4,-6,-1,i,4,41,5,1
CCOC(=O)C(NC(C)=O)C(OC(C)=O)c1cccc(N(CCO)CCO)c1 (centres undefined),2,-1,-3,2,0,i,-3,29,-12,-3
Cc1cc(C)n2nc(C(=O)N/N=C/C=C/c3ccccc3)nc2n1,1,-2,11,9,1,i,0,11,11,.
COCCn1c(-c2ccccc2)nc2oc3ccccc3c(=O)c2c1=O,2,-1,-6,3,-2,i,2,22,-3,-7
CCCn1nnnc1SCC(=O)NCc1ccc(OC)cc1,.,-2,-3,?,1,i,0,20,10,-3
CC1(C)CC2CC(C)(CN2C(=O)c2ccccc2)C1 (centres undefined),-4,-3,0,3,1,i,-1,6,-5,3
Cc1ccccc1C(=O)N(CC(=O)Nc1sc(C)c(C)c1C(N)=O)C1CCCC1,1,0,12,2,0,i,3,9,41,10
CC1(c2cccc([N+](=O)[O-])c2)CC(C)(C)N(C(=O)c2ccccc2)c2ccccc21 (centres undefined),-2,2,9,5,0,i,3,-7,2,9
CCOC(=O)C(=O)Nc1ccc(S(=O)(=O)N2CCOCC2)cc1OC,6,4,-4,3,-1,i,8,16,-2,-1
O=C(CCCCCNC(=O)N1CCn2c1nc1ccccc12)NCc1ccccc1Cl,6,4,22,-1,2,i,1,5,20,1
CCCC1CCc2c(sc(NC(=O)OCC)c2C#N)C1 (centres undefined),3,-1,-3,0,-4,i,-3,10,9,-5

# 4 records picked at random from the list so far, as already listed:
SMILES,Platelet DG rel,GSK3beta inhib,HSF1 inhib,HDAC3 inhib,GSK3 alpha inh,PolyA inhibitor,HSP90 refold inh,AI-2 QS modul,HSF-1 act,DYRK1A inh
CCCn1nnnc1SCC(=O)NCc1ccc(OC)cc1,.,-2,-3,?,1,i,0,20,10,-3
Cc1ccccc1C(=O)N(CC(=O)Nc1sc(C)c(C)c1C(N)=O)C1CCCC1,1,0,12,2,0,i,3,9,41,10
CC1(c2cccc([N+](=O)[O-])c2)CC(C)(C)N(C(=O)c2ccccc2)c2ccccc21 (centres undefined),-2,2,9,5,0,i,3,-7,2,9
CCOC(=O)C(=O)Nc1ccc(S(=O)(=O)N2CCOCC2)cc1OC,6,4,-4,3,-1,i,8,16,-2,-1

# Next records:
SMILES,Platelet DG rel,GSK3beta inhib,HSF1 inhib,HDAC3 inhib,GSK3 alpha inh,PolyA inhibitor,HSP90 refold inh,AI-2 QS modul,HSF-1 act,DYRK1A inh
COc1cccc2[nH]c(C(=O)NN)c(N)c12,-9,-1,-2,.,-3,i,1,23,9,0
Oc1ccccc1C=Nc1cccc2ccccc12,-2,0,-13,-11,1,i,11,5,-4,.
Cc1cc(C)c2nc(C)cc(Nc3ccc(C(=O)N4CCOCC4)cc3)c2c1,1,0,6,-2,0,i,2,30,18,-4
CCCS(=O)(=O)N1CCN(Cc2ccccc2C(F)(F)F)CC1,-16,-2,-9,4,2,i,4,35,-4,0
CC1(C)CC(=O)C2=C(C1)Nc1ccccc1S2,6,3,10,4,0,i,2,29,41,6
O=C(NC1CC1)C1CCN(c2ncccn2)CC1,0,1,5,-7,0,i,-2,14,33,6
O=C(NCCC(c1ccccc1)c1ccccc1)c1cnc2sccn2c1=O,3,1,-1,0,-2,i,5,19,-8,12
CCCCC(O)(c1ccc(CC)cc1)C(CN1CCOCC1)c1ccccc1 (centres undefined),-2,2,4,?,0,i,2,24,-4,-1
CC(=O)NC1C(=O)N(Cc2ccccc2)c2ccc(Br)cc21 (centres undefined),-1,2,.,?,0,i,1,-16,.,2
Cc1cc(C)c(S(=O)(=O)N2CCCC(C(=O)N3CCCC3)C2)c(C)c1 (centres undefined),-2,6,12,-3,-1,i,-4,16,15,-3
COc1ccccc1NC(=O)Nc1nc(CC(=O)NCc2ccccn2)cs1,7,3,1,-1,4,i,.,-10,1,8
Cn1c(C(=O)N[C@@H](C(=O)O)c2ccccc2)cc2cc(F)ccc21,0,1,-5,-9,-1,i,4,15,1,-3
CCOc1cc(-c2cc(-c3ccc(NC(C)=O)cc3)nc(N)c2C#N)ccc1O,43,0,-1,-1,2,i,-4,13,-3,0
CCOC(=O)c1cnn(CCOC(=O)C2CC2)c1NC(=O)C1CC1,7,2,-6,-2,-5,i,-1,12,-8,0
COCOc1ccc(C=O)c(O)c1,0,-2,-2,2,-6,i,.,11,-2,5
CC1=CS/C(=C(/C#N)C(=O)N2CCCCC2)N1c1ccccc1,1,0,2,2,7,i,-1,21,-9,-2
COc1ccccc1-c1c(NC(=O)C(C)C)n(C)c2ccccc2c1=O,17,2,-4,-2,-4,i,1,4,11,18
CCn1c(O)c(C=NCCN2CCOCC2)sc1=S,7,3,-1,-8,5,i,3,-2,-11,-1
CC(=O)C1=C(O)C(=O)N(c2ccc(O)cc2)C1c1ccccc1 (centres undefined),1,3,0,6,0,i,0,8,-2,0
CCOc1ccc(CNS(=O)(=O)c2c(C)nc3sccn3c2=O)cc1OC,-5,-3,-6,-5,-1,i,-2,30,-5,1
COc1ccc(Cc2noc(CN(C)Cc3cccc(-n4cccn4)c3)n2)cc1OC,2,-3,4,3,0,i,11,7,-19,0
O=C(c1ccccc1)c1ccc2nc(N3CCN(C(=O)c4ccco4)CC3)c3nncn3c2c1,19,1,1,-5,2,i,.,4,22,-2
O=C(O)c1ccc(CSc2nnc(-c3ccccc3)n2-c2ccccc2)cc1,1,3,-4,.,-1,i,5,13,-22,-5
CC(CN1CCOCC1)OC(=O)c1ccc(Br)cc1 (centres undefined),-7,2,17,0,-2,i,-2,0,22,-7

# Some of the entries so far, field by field.
CCOc1cc(-c2cc(-c3ccc(NC(C)=O)cc3)nc(N)c2C#N)ccc1O
  Platelet DG rel = 43
  GSK3beta inhib = 0
  HSF1 inhib = -1
  HDAC3 inhib = -1
  GSK3 alpha inh = 2
  PolyA inhibitor = i
  HSP90 refold inh = -4
  AI-2 QS modul = 13
  HSF-1 act = -3
  DYRK1A inh = 0
CC1SC(=S)N(c2ccc(N(C)C)cc2)C1=O (centres undefined)
  Platelet DG rel = 3
  GSK3beta inhib = 3
  HSF1 inhib = 7
  HDAC3 inhib = -9
  GSK3 alpha inh = -4
  PolyA inhibitor = i
  HSP90 refold inh = 1
  AI-2 QS modul = 8
  HSF-1 act = -18
  DYRK1A inh = 0

# Continued.
SMILES,Platelet DG rel,GSK3beta inhib,HSF1 inhib,HDAC3 inhib,GSK3 alpha inh,PolyA inhibitor,HSP90 refold inh,AI-2 QS modul,HSF-1 act,DYRK1A inh
N#CCCn1cc(/C=N/O)c(-c2ccccc2)n1,.,.,.,1,11,.,5,.,.,8
CCc1ccc(OC(C)C(=O)N(Cc2ccco2)C2CCS(=O)(=O)C2)cc1 (centres undefined),-2,0,-83*,1,-1,i,1,27,-86,-1
O=C(Nc1ncc2c(n1)CC(c1ccco1)CC2=O)c1ccc(Cl)cc1 (centres undefined),-5,-3,-9,5,0,i,1,18,-6,-5
CCOC(=O)N1CCN(C(=O)C(C)SCc2ccccc2)CC1 (centres undefined),-5,-2,-8,-4,-3,i,2,10,9,-6
O=C(Nc1ccc(F)cc1)C(Sc1nc2ccccc2[nH]1)c1ccccc1 (centres undefined),2,0,14,-2,-2,i,4,5,40,-3
CCOc1ccc(C(C)=O)cc1Cn1nc(C(=O)O)c2ccccc2c1=O,6,0,0,0,-1,i,-5,28,5,-2
COc1ccc(CCNc2nc(C)nc3c2nnn3Cc2ccccc2)cc1,1,0,6,1,0,i,1,19,11,.
Cc1cc(C)cc(Oc2ncnc3c2ncn3Cc2c(Cl)cccc2Cl)c1,-10,1,-5,.,.,i,-1,20,0,2
Cc1ccc2c(c1)N(CC(=O)NCc1ccco1)C(=O)C(C(C)C)O2 (centres undefined),20,2,1,14,0,i,-5,1,2,-8
CCOC(=O)c1ccccc1NC(=O)C1CC(=O)N(c2ccccc2)C1 (centres undefined),3,-1,-2,2,-3,i,4,4,-9,2
Cc1ccc2[nH]c(=O)c(C(c3nnnn3C3CCCC3)N3CCCc4ccccc43)cc2c1 (centres undefined),8,2,-7,4,0,i,1,33,4,-4
CCc1ccc(-c2cc(C(=O)NN3CCN(C)CC3)c3ccccc3n2)cc1,0,-2,7,-2,2,i,-3,37,15,14
Cc1[nH]c(-c2ccccn2)nc(=S)c1Cl,-6,-2,7,-4,-6,i,-1,-88*,20,.
COc1ccc(S(=O)(=O)N2CCN(C(=O)C3CC3)CC2)cc1,-3,.,2,-9,-1,i,-4,.,18,2
Fc1ccc(C2=Nn3c(nnc3-c3ccco3)SC2)cc1,-3,2,-2,?,-1,i,6,19,12,.
O=C(c1sccc1Cl)N1CCN(Cc2ccc3c(c2)OCO3)CC1,0,3,-6,-12,0,i,-2,24,-8,.
CC(=O)Nc1ccc(/C=N/N2C(C)CCCC2C)cc1 (centres undefined),5,-2,6,-4,-2,i,3,-4,8,.
CCCCCC(=O)NC(=S)Nc1ccc(Cl)cn1,1,3,14,2,-1,i,0,14,35,0
Cc1cc(C)cc(C(=O)NC2CC(C)(C)NC(C)(C)C2)c1,4,3,-9,-1,-6,i,-2,22,-5,-1
CCN(CC)CCn1c(NC(=O)c2ccc(Cl)cc2)nc2ccccc21,13,-3,9,-3,-4,i,-3,21,9,-16
